Keap1 Nrf2 FP: disrupts human Keap1 binding to Nrf2 peptide; Q14145; Keap1 Kelch-Nrf2 peptide fluorescence polarization, 1536-well; inhibition, % at 9.4 µM; 340,000 compounds, 0.15% hits; AID 504523; in the data active = inhibition above about 12%;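 note: human Keap1 Kelch domain with fluorescein labeled Nrf2 9mer peptide probe; 0% = neutral control wells and 100% = peptide positive control; higher means more block of Keap1 binding to Nrf2 peptide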
Target sequence (Q14145 whole entry, looked up, the tested form may be a part): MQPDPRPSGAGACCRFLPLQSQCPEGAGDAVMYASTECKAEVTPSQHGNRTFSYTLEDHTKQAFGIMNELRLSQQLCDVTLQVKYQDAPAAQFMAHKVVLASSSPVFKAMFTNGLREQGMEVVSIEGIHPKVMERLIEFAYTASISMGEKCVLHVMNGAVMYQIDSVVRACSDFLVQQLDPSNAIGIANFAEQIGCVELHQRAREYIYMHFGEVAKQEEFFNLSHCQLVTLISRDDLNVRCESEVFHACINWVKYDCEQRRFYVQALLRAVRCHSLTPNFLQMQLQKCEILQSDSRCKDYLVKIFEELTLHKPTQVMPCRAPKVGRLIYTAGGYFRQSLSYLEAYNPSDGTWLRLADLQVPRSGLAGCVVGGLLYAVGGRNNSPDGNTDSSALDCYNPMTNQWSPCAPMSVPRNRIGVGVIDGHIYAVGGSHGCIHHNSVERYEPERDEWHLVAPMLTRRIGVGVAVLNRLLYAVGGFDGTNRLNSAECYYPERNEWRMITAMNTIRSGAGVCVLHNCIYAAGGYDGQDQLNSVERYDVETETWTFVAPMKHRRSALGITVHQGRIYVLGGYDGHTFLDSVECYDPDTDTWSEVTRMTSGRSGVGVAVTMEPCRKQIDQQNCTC
HTR5A inv ctr: HTR5A inverse agonism, opioid heterodimer counter-screen. P47898. HTR5A cell line, luminescence. inhibition, % at 9.3 µM. 340,000 compounds, 0.083% hits; in the data active = inhibition mostly above about 23%, no sharp cut-off; inactive = mostly below about 18%;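 note: 0% = cells with DMSO and 100% = no-cell wells with DMSO; some compounds called inactive have numbers as strong as hits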
Target sequence (P47898 whole entry, looked up): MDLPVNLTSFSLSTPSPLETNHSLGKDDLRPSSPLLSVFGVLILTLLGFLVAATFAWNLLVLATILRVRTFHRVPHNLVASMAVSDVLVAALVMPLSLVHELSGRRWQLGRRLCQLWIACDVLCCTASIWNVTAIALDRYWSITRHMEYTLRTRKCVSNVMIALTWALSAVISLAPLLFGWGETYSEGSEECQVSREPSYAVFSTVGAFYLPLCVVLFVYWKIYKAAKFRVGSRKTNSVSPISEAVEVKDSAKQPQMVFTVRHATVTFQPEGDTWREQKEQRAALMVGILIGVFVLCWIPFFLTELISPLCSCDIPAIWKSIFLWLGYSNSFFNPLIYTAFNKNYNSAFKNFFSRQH
RTF Ca sens inh: cardiac RTF calcium desensitization. inhibition, % at 7.15 µM. AID 493244. IANBD-labeled cardiac RTF, Ca2+ fluorescence. P19429+P45379. 340,000 compounds, 0.12% hits;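 active = inhibition above the mean inhibition of all tested compounds plus 3 SD, cut at about 17% in these data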;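 note: assay run at fixed EC70 calcium of 1.6 mM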
C-LANA FP: KSHV C-LANA DNA binding inhibition. inhibition, % at 9 µM. 340,000 compounds, 0.078% hits. MBP-C-LANA/FAM-LBS DNA binding, fluorescence polarization;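 active = highest replicate inhibition at or above 60% at 9 µM, even if other replicates fall short; inactive = all replicates below 60% inhibition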;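 note: 0% = neutral control wells and 100% = 4 µM acridine orange control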
CAL PDZ FP: blocks peptide binding to the human CAL PDZ domain; inhibition, % at 24.9 µM; purified CAL PDZ, TMR-peptide fluorescence polarization, 1 h; Q9HD26; 300,000 compounds, 0.92% hits;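 active = mean inhibition of at least 30% with at least half of replicates also reaching 30%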;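 note: 0% = DMSO neutral control and 100% = excess unlabeled competitor peptide PRC23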
V-ATPase pH: alters yeast V-ATPase proton transport; response, % at 10 µM; S. cerevisiae, pHLuorin cytosolic pH fluorescence; 350,000 compounds, 0.37% hits; in the data active = response mostly above about 7.3%, no sharp cut-off; inactive = mostly below about 5.4%; note: actives read high; inactives centre near 0; some compounds called inactive have numbers as strong as hits; reference of the scale not given here
HTR5A ag: counter-screen for OPRM1-OPRD1 agonists: human HTR5A agonism | 340,000 compounds, 0.61% hits | activation, % at 9.3 µM | HTR5A agonist assay, luminescence, cell-based; in the data active = activation mostly above about 9.5%, no sharp cut-off; inactive = mostly below about 7.6%;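 note: 0% = cells with vehicle only and 100% = reference agonist; strong numbers were not always called active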
RTF Ca sens act: cardiac RTF calcium sensitization. IANBD-labeled TnC RTF fluorescence at EC20 calcium; 0% EC20 calcium, 100% full calcium. activation, % at 7.2 µM. 340,000 compounds, 0.24% hits. AID 493008;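 active = activation above the mean over all tested compounds plus 3 SD, cut at about 30% in these data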;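 note: rise in fluorescence read as greater calcium sensitivity of cardiac thin filaments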
MOR-DOR inv ag: inverse agonists of human mu-delta opioid receptor heterodimerization | P35372+P41143 | cell-based MOR-DOR heterodimer luminescence, inverse agonism | inhibition, % at 9.3 µM | 340,000 compounds, 0.21% hits; in the data active = inhibition above about 22%, passing the limit was not always enough;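 note: 0% = cells with DMSO and 100% = wells without cells with DMSO; values of inactives mirror those of a sister screen read the other way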
MOR-DOR ag: agonists of human mu-delta opioid receptor heterodimerization; 340,000 compounds, 0.3% hits; AID 504326; P35372+P41143; activation, % at 9.3 µM; cells, OPRM1-OPRD1 heterodimerization, luminescence; in the data active = activation above about 18%;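 note: 0% = vehicle-treated cells and 100% = reference agonist; values of inactives mirror those of a sister screen read the other way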
Numbers without * were called inactive; . = no result given.

Values in the order – RTF Ca sens inh | MOR-DOR ag | Keap1 Nrf2 FP | HTR5A inv ctr | CAL PDZ FP | C-LANA FP | V-ATPase pH | MOR-DOR inv ag | HTR5A ag | RTF Ca sens act
1. CCCOc1ncnc2c1[nH]c1ccccc12
  -8.2 | 0.0 | -2.7 | -11.7 | -10.2 | -0.7 | -3.4 | -0.1 | 4.3 | -1.5
2. CC(=O)Nc1ccc(S(=O)(=O)Nc2nc(CN3CCOCC3)nc3sc4c(c23)CCCC4)cc1
  0.7 | -0.2 | -2.1 | -25.2 | -1.6 | 0.9 | -60.4 | 1.4 | 2.5 | 3.9
3. CCOc1ccc(NS(=O)(=O)c2ccc(NS(=O)(=O)c3cccs3)cc2)cc1
  8.8 | -2.2 | 0.7 | -16.7 | . | 0.5 | 0.8 | 13.7 | -5.2 | -9.2
4. Nc1nnc(SCC(=O)NNC(=O)c2ccc(F)cc2)s1
  -6.4 | -3.1 | -0.6 | -33.2 | 7.1 | -0.2 | -3.3 | 12.2 | 13.1 | 1.3
5. CCn1cc(C(=O)N[C@H](C)c2ccccc2)c(=O)c2cc(F)c(N3CCN(C)CC3)cc21
  -0.8 | -2.2 | 1.6 | 0.7 | -2.5 | 0.2 | 0.0 | 11.1 | -0.3 | -2.0
6. O=C(Nc1ccc(Cl)cc1)N(Cc1cccnc1)Cc1ccco1
  -28.1 | 0.4 | -3.3 | -10.5 | -4.8 | 0.3 | -2.1 | -2.6 | 4.5 | 5.0
7. C=CCNC(=O)CN(c1ccc(F)c(Cl)c1)S(C)(=O)=O
  -0.3 | -1.1 | 2.0 | 2.3 | -0.7 | -0.1 | -2.1 | 6.4 | -2.1 | -6.2
8. O=C(NCc1nnc2c(C(F)(F)F)cc(Cl)cn12)c1ccc(Br)o1
  -4.6 | -1.1 | 0.1 | 7.4 | -2.0 | 0.7 | -0.7 | 5.3 | -4.2 | 5.7
9. COCC(=O)N(Cc1cc2ccc(C)c(C)c2n2nnnc12)C1CCCC1
  -7.6 | -2.5 | -0.2 | 1.7 | -4.2 | -1.4 | -0.8 | 12.6 | -0.6 | 2.6
10. Cc1ccc(C)c(NS(=O)(=O)c2ccc3[nH]c(=O)[nH]c3c2)c1
  -2.7 | -2.8 | -0.2 | -1.5 | 0.7 | 1.1 | -2.5 | 14.1 | 0.5 | -1.7
11. CCn1cc(C(=O)NCCc2ccccc2C)c(=O)c2ccc(C)nc21
  -4.5 | -1.1 | -2.6 | -11.5 | -0.2 | -0.8 | 7.8 | 5.5 | 4.2 | -4.1
12. O=C(NC(c1ccc(Cl)cc1)c1c(O)ccc2ccccc12)c1ccccc1 (stereo not drawn)
  6.9 | -1.7 | -1.6 | -2.8 | 1.7 | 1.8 | -5.4 | 9.3 | -1.2 | -8.7
13. Cc1ccc2nc(Nc3nc(C)cc(-c4ccccc4)n3)[nH]c(=O)c2c1
  2.2 | -2.8 | 2.4 | -13.4 | -1.8 | 1.1 | -2.3 | 13.9 | 4.5 | -10.0
14. COc1ccc(-c2ccc3c(c2)S(=O)(=O)c2cccc(C(=O)NC4CC4)c2C3=O)cc1OC
  -11.8 | -1.6 | -5.1 | -14.4 | -0.6 | 3.4 | 5.8 | 7.5 | 7.5 | 0.9
15. COC(=O)c1sc(S(=O)(=O)NCc2ccccc2)c(C(=O)OC)c1C
  -6.1 | -1.3 | 1.0 | -2.9 | . | 0.9 | 6.2 | 7.0 | 0.9 | 2.0
16. O=C1OC(/C(=C\Nc2ccc(F)cc2F)[N+](=O)[O-])c2ccccc21 (stereo not drawn)
  -4.5 | 4.5 | 2.8 | 17.6 | 2.3 | -0.4 | -7.4 | -25.3 | -6.8 | 0.7
17. COc1ccc(C(C#N)N2N=C(C)CC2c2ccccc2)cc1OC (stereo not drawn)
  -1.7 | -1.2 | -2.0 | -23.0 | -0.1 | 2.6 | 5.0 | 6.5 | -2.1 | 2.2
18. CCC(C)NC(=O)c1ccccc1-c1ccccc1C(=O)NC(C)CC (stereo not drawn)
  -12.7 | -2.0 | -1.3 | 2.9 | 72.5* | -1.5 | 0.3 | 11.1 | -1.1 | -1.7
19. Cn1nc(C(=O)NC2CCCc3ccccc32)ccc1=O (stereo not drawn)
  -28.7 | 3.5 | -9.1 | 0.7 | -1.4 | 0.3 | -1.0 | -23.1 | -0.3 | -5.0
20. O=C(CSc1nnc(C2CC2)n1-c1ccccc1)NC1CCS(=O)(=O)C1 (stereo not drawn)
  -1.7 | -2.6 | -1.9 | -11.8 | 13.1 | 35.7 | -3.6 | 10.8 | 4.3 | 6.0
21. Cc1ccc(S(=O)(=O)N/N=C\c2cn(CC(N)=O)c3ccccc23)cc1C
  -3.5 | -2.3 | -0.9 | -10.4 | 1.5 | -2.7 | -2.5 | 7.4 | 2.6 | -0.5
22. CCC(CO)Oc1cc(NC(=O)c2ccc(N)cc2)c2ncn(C(C)C)c2c1 (stereo not drawn)
  4.7 | 2.0 | -5.9 | -1.5 | -3.1 | -0.7 | 6.2 | -9.1 | 2.2 | 2.0
23. COc1ccc(/C=C2\SC(=O)N(CCNC(=O)C3=COCCO3)C2=O)cc1
  10.0 | -3.7 | -3.7 | -2.7 | -3.0 | -1.4 | -1.3 | 18.0 | 3.5 | 1.8
24. CCn1c(SCC(=O)N2CCc3ccccc32)nnc1-c1ccncc1
  -3.5 | -1.9 | 3.2 | 22.4 | -15.1 | 0.4 | -2.5 | 11.5 | -8.6 | 4.5
25. COCc1c(C(=O)Nc2ccc3nc(N4CCOCC4)sc3c2)oc2ccccc12
  1.6 | -2.2 | -3.4 | 8.7 | -2.2 | 4.0 | -2.6 | 9.6 | -3.5 | -2.9
26. c1ccc(-c2noc(CN3CCN(C(c4ccccc4)c4ccccc4)CC3)n2)cc1
  -4.2 | 2.6 | -1.5 | -2.2 | -2.4 | 0.5 | -0.2 | -14.6 | 0.9 | 5.3
27. CC(=O)N1CCN(S(=O)(=O)c2ccc(F)c(Cl)c2)CC1
  -4.3 | -2.8 | -1.0 | -8.9 | -0.7 | 1.7 | -3.8 | 12.8 | 5.6 | 5.6
28. O=C(CSc1nc2sc3c(c2c(=O)[nH]1)CCCC3)NCCO
  0.1 | -2.5 | -3.9 | 4.6 | . | 0.0 | -3.6 | 14.9 | -1.6 | 6.2
29. O=C(NCc1ccco1)/C(=C/c1ccc(Cl)cc1)NC(=O)c1ccco1
  -8.4 | -0.7 | -0.2 | -12.0 | -4.2 | -1.7 | 0.9 | 4.8 | 0.4 | -6.4
30. Cn1c(=O)c2c(nc(CN3CCc4ccccc4C3)n2Cc2ccccc2)n(C)c1=O
  0.3 | -0.7 | -6.9 | -25.9 | -2.4 | -1.9 | -2.3 | 4.2 | 6.4 | 4.7
31. Cc1cccc(NC(=O)CCSc2ccccc2)c1C
  1.4 | 4.3 | -3.3 | -14.0 | -6.1 | 0.5 | 0.9 | -28.4 | 5.7 | 4.1
32. Cn1c(SCC(=O)Nc2ccc(Cl)cc2)nc(O)cc1=O
  2.5 | -2.7 | -2.1 | 9.3 | 1.5 | -0.4 | 1.6 | 13.2 | -3.9 | 3.6
33. OCCC1CN(Cc2cccc(-n3cccn3)c2)CCN1Cc1ccccc1 (stereo not drawn)
  4.5 | 0.1 | -3.3 | -6.0 | 1.4 | 1.6 | 2.6 | -0.6 | 2.1 | 2.5
34. Cn1cc(CNC(=O)c2cc(COc3ccc4c(c3)CCCC4)on2)cn1
  -0.9 | -2.1 | 2.1 | 11.7 | -0.2 | -1.8 | -0.8 | 10.8 | 3.0 | -4.0
35. COC(=O)[C@@H]1Cc2c([nH]c3ccccc23)C(C)N1C(=O)c1ccccc1 (stereo partly drawn)
  7.6 | -0.1 | -3.1 | -5.2 | 0.2 | -1.2 | -0.9 | 0.6 | 1.5 | -8.7
36. O=C(Nc1cccc(Cl)c1)N1CCN(C/C=C/c2ccccc2)CC1
  -8.2 | 3.8 | 3.2 | -0.8 | 47.7* | 0.9 | -1.6 | -19.0 | 0.3 | -2.0
37. CC12CN(NC(=O)c3ccc(Cl)cc3)C3(C#N)CC1CCC23C (stereo not drawn)
  8.1 | 0.9 | 5.0 | -3.1 | -4.6 | -0.8 | 4.4 | -4.2 | 1.3 | -2.7
38. COc1cc(C2c3cc4c(cc3OC(N3CCCCC3)C2C)OCO4)cc(OC)c1O (stereo not drawn)
  2.4 | 1.6 | -3.6 | -8.7 | -0.7 | 1.6 | 2.4 | -7.0 | 2.3 | -5.7
39. COc1ccc(CCNC(=O)c2ccc(Cl)c(S(=O)(=O)N3CCCCCC3)c2)cc1
  2.1 | -1.1 | -3.0 | -7.2 | -2.2 | 0.8 | 1.0 | 4.7 | 2.9 | -1.5
40. Cn1cc(C(=O)c2ccc(Cl)cc2Cl)cc1C(=O)N/N=C(\N)COc1ccc(F)cc1
  -9.8 | 0.9 | -2.7 | -47.1 | -4.7 | -0.2 | 0.6 | -5.4 | 5.2 | 3.5

Copied from above, entries 39 to 40
Values in the order – RTF Ca sens inh | MOR-DOR ag | Keap1 Nrf2 FP | HTR5A inv ctr | CAL PDZ FP | C-LANA FP | V-ATPase pH | MOR-DOR inv ag | HTR5A ag | RTF Ca sens act
39. COc1ccc(CCNC(=O)c2ccc(Cl)c(S(=O)(=O)N3CCCCCC3)c2)cc1
  2.1 | -1.1 | -3.0 | -7.2 | -2.2 | 0.8 | 1.0 | 4.7 | 2.9 | -1.5
40. Cn1cc(C(=O)c2ccc(Cl)cc2Cl)cc1C(=O)N/N=C(\N)COc1ccc(F)cc1
  -9.8 | 0.9 | -2.7 | -47.1 | -4.7 | -0.2 | 0.6 | -5.4 | 5.2 | 3.5

Going on with the list.
Values in the order – RTF Ca sens inh | MOR-DOR ag | Keap1 Nrf2 FP | HTR5A inv ctr | CAL PDZ FP | C-LANA FP | V-ATPase pH | MOR-DOR inv ag | HTR5A ag | RTF Ca sens act
41. Cc1ccc(C(=O)COC(=O)CCC(=O)Nc2cccc(Cl)c2)cc1[N+](=O)[O-]
  -3.1 | -12.4 | -3.5 | 16.7 | -1.2 | -0.6 | 1.9 | 51.6* | -7.0 | 1.1
42. CCOC(=O)CN1C(=O)C(O)(c2c(C)[nH]c3ccccc23)c2ccccc21 (stereo not drawn)
  -1.8 | -1.9 | 1.9 | 12.6 | -2.7 | -3.0 | -4.4 | 10.5 | 0.1 | 6.5
43. O=C(C[C@@H]1C/C=C\C[C@@H](Cc2ccc(F)cc2)C(=O)OC[C@@H]2CCCN2C1=O)NCCO
  -12.6 | -1.9 | -3.5 | -6.9 | -2.3 | 0.8 | -1.8 | 9.0 | 1.9 | -5.8
44. Cn1cc2cc(NC(N)=S)ccc2n1
  -13.2 | 0.5 | 1.1 | -5.7 | -2.5 | -9.6 | 8.3 | -2.4 | 2.2 | 0.0
45. Cc1ccccc1NC(=S)NCc1ccc(F)cc1
  -5.2 | -1.5 | -2.0 | -3.6 | -2.9 | -1.0 | -1.3 | 7.4 | 1.1 | 0.9
46. O=C(Nc1ccc(Oc2cccnc2)cc1)c1cccc([N+](=O)[O-])c1
  -10.8 | -1.7 | -0.3 | -2.2 | -3.4 | 1.2 | 0.4 | 9.2 | 0.9 | 0.6
47. COc1ccc(/C=N/c2oc(C)c(C)c2C#N)c(OC)c1
  -2.0 | -0.7 | -1.2 | 10.0 | -2.0 | -0.9 | 0.7 | 4.1 | -3.8 | -2.0
48. Cc1cc(C(=O)COc2cc(F)ccc2[N+](=O)[O-])c(C)n1C1CC1
  -6.8 | -0.6 | -2.5 | -11.5 | 3.5 | 1.2 | -2.6 | 3.0 | 1.3 | 2.1

Source: PubChem BioAssay (several laboratories)
